RGS4 pot – RGS4 potentiators or activators, primary screen, cell-based, HEK293 M3R inducible RGS4, calcium flux; 310,000 compounds, 0.92% hits; B-score at 10 µM; carbachol calcium flux Fluo4; stronger effect = lower value;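 active = B-score of the integrated calcium signal more than 4 SD below the library mean, with starting fluorescence not abnormally high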;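 note: negative B-score means reduced calcium response which marks RGS4 activation or potentiation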
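Assay system: Inducible-RGS4 HEK293 cells carrying M3 receptor | Schedule: Compound preincubation 20 min at room temperature before agonist | Signal: Kinetic calcium fluorescence imaging with Fluo4-AM dye, 2 µM | Read-out basis: B score from integrated fluorescence ratio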
SKKanGAS inh – S. pyogenes SKKanGAS growth inhibitors in kanamycin, primary screen, streptokinase expression inhibitor project, SKKanGAS strain, BacTiter-Glo luminescence; 6 h; inhibition, % at 7.5 µM; 300,000 compounds, 1.3% hits; AID 1662, 2009;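 active = mean replicate score, as percent of positive control median, at least 50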;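 note: strain carries kanamycin resistance gene driven by streptokinase promoter and grows in 40 µg/ml kanamycin; loss of luminescence reflects streptokinase promoter inhibition or plain growth inhibition; 0% = median of DMSO wells and 100% = positive control at its reference dose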
MrgX1 PAM – positive allosteric modulators of MrgX1, primary screen, HEK293 cells, Fluo-4 calcium flux; 310,000 compounds, 0.63% hits; FDSS; stronger effect = higher value; Mas-related G-protein coupled receptor member X1 (Homo sapiens), Q96LB2; AID 588675, 2011; B-score at 10 µM;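 active = plate-corrected calcium response at least 3 library SD above typical, normal starting fluorescence, not activating the receptor alone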;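 note: compound read alongside a low EC10 to EC30 dose of BAM8-22 agonist; peak minus trough fluorescence over baseline measured at the second addition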
Platelet DG rel – inhibitors of platelet dense granule secretion, primary screen, cell-based, MLPCN, human platelets. 300,000 compounds, 0.22% hits. inhibition, %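 (compounds screened at 7.5 µM in platelet-rich plasma)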. human platelet-rich plasma, SFLLRN dense granule ATP release, luminescence. AID 1663, 2009;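 active = mean replicate score, as percent of positive control, at or above 50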
TRPC4 inh – inhibitors of mouse TRPC4 channel, primary screen, Fluo4 calcium, HEK293 TRPC4beta/mu-opioid cells; Short transient receptor potential channel 4 (Mus musculus), Q9QUQ5; DAMGO-evoked Fluo4 calcium flux; stronger effect = lower value; B-score at 10 µM; 300,000 compounds, 0.39% hits; AID 2247, 2010;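 active = B-score over 3 SD under the library average, no early fluorescence shift, positive overall ratio signal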
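material = TRPC4beta/mu-opioid receptor HEK293 cell line | probe or stimulus = sequential submaximal and maximal DAMGO stimulation | compound dosing = one concentration per compound | measured by = Fluo4 Ca2+ flux fluorescence | evaluation = integrated fluorescence ratio relative to baseline, converted to per-well B score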
RGS4 block – RGS4 inhibitors, primary screen, cell-based, HEK293 M3R inducible RGS4, calcium flux; B-score at 10 µM; AID 463165, 2010; Fluo-4 calcium flux; stronger effect = higher value; triggered by carbachol at its EC20; 310,000 compounds, 0.45% hits;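 active = B-score, a plate-corrected calcium signal, over three deviations above library mean, with baseline fluorescence within five deviations of library mean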;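 note: RGS4 expression induced by doxycycline in cells with stable M3 receptor; B-score is computed from the integrated fluorescence ratio over baseline after carbachol; higher B-score means a larger calcium signal and so more RGS4 inhibition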
TRPC6 inhibitor – mouse TRPC6 channel inhibitors, primary screen, cell-based, HEK293, membrane potential dye | AID 2553, 2010 | 310,000 compounds, 1.1% hits | B-score at 10 µM | ACh-evoked depolarization; stronger effect = lower value;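 active = B-score under library mean minus 3 SD, initial fluorescence not abnormally high, positive integrated signal ratio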;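 note: B-score derived from integrated fluorescence ratio over the kinetic read; more negative B-score means stronger inhibition of depolarization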
Target sequence (Q61143 whole entry, looked up): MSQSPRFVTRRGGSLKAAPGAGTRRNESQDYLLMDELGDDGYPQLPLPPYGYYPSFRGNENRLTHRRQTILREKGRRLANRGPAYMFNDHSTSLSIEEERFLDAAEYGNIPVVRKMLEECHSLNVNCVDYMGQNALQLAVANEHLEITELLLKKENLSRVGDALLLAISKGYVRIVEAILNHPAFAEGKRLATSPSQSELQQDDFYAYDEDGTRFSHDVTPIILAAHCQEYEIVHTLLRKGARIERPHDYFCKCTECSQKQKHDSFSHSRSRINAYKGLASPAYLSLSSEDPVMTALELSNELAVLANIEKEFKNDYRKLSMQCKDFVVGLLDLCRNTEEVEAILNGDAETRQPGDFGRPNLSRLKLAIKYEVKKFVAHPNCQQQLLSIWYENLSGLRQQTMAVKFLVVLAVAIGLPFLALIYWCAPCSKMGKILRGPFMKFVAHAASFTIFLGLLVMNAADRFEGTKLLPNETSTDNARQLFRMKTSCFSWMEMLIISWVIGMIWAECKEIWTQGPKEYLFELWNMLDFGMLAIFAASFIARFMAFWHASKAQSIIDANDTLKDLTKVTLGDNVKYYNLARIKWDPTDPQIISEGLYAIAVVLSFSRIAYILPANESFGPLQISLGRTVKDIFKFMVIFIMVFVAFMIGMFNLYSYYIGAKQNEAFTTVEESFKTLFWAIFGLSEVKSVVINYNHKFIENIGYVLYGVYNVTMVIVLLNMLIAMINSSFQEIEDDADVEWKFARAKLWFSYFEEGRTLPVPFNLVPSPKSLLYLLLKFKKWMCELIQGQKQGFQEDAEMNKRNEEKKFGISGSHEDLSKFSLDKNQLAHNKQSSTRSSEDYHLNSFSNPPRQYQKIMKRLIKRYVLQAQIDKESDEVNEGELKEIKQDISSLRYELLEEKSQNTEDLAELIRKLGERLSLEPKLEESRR
MrgX1 antagonist – antagonists of human MrgX1 receptor, primary screen, HEK293 cells, Fluo-4 calcium flux; 310,000 compounds, 1.3% hits; Mas-related G-protein coupled receptor member X1 (Homo sapiens), Q96LB2; BAM8-22 antagonism; stronger effect = lower value; B-score at 10 µM;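 active = calcium-response B-score plate-corrected more than 3 library SD below zero, starting fluorescence within 5 deviations, no agonist response on first addition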;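 note: peak minus trough fluorescence over baseline after final BAM8-22 challenge near maximal dose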
MrgX1 agonist – agonists of human MrgX1 receptor, primary screen, HEK293 cells, Fluo-4 calcium flux; Mas-related G-protein coupled receptor member X1 (Homo sapiens), Q96LB2; 310,000 compounds, 0.44% hits; Fluo-4 calcium fluorescence, agonist mode; stronger effect = higher value; B-score at 10 µM;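 active = calcium response B-score plate-corrected fluorescence ratio at least 3 library SD, with starting fluorescence B-score inside 5 SD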
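System – MrgX1-expressing HEK293 cells · Incubation – cells plated overnight, dye loaded 0.5 h 37 °C, 0.5 h room temperature · Technique – kinetic Fluo-4 NW fluorescence of intracellular calcium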
HIF act – HIF pathway transcriptional activators, primary screen, cell-based, U2OS HRE-luciferase, luminescence; U2OS HRE-luciferase reporter; normalized: DMSO 0%, desferrioxamine 100%; activation, % at 7.5 µM (by protocol); 300,000 compounds, 0.32% hits; AID 1910, 2009;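 active = mean activation of at least 10% of the iron chelator positive control signal, with at least half of replicates also reaching 10%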
TRPC6 activator – mouse TRPC6 channel activators, primary screen, cell-based, HEK293, membrane potential dye; Short transient receptor potential channel 6 (Mus musculus), Q61143; HEK293-TRPC6 membrane potential dye fluorescence; stronger effect = higher value; B-score at 10 µM; 310,000 compounds, 0.13% hits; AID 2550, 2010;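 active = B-score of the integrated fluorescence ratio above library mean plus 3 SD, and starting fluorescence ratio within library mean plus 5 SD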;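 note: higher score means more depolarization so channel activation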
* marks the source's active call; other numbers are inactive results; i = inactive; · = no result given.

SMILES	RGS4 pot	SKKanGAS inh	MrgX1 PAM	Platelet DG rel	TRPC4 inh	RGS4 block	TRPC6 inhibitor	MrgX1 antagonist	MrgX1 agonist	HIF act	TRPC6 activator
CCn1c(SCC(=O)NC2=NCCS2)nnc1C(C)NC(=O)c1ccccc1F (configuration not stated)	i	1	i	-1	i	i	i	i	i	0.9	i
CN=c1scc(-c2ccccc2F)n1/N=C/c1ccc[nH]1	i	17	7*	31	i	i	i	i	i	-3.7	i
COc1ccccc1NC(=O)CSc1nc2[nH]ncc2c(=O)[nH]1	i	6	i	2	i	i	i	i	i	0.0	i
CN=Cc1sc2ccccc2c1O	i	-4	i	7	i	i	i	i	i	0.2	i
CC(C)(C)OC(=O)CC[C@@H](C(=O)N1CCN(C(=O)OC(C)(C)C)CC1)n1cc(C(Cc2ccc(O)cc2)NC(=O)OC(C)(C)C)nn1 (some centres not stated)	i	3	i	-3	i	i	i	i	i	-0.1	i
COc1ccc([N+](=O)[O-])cc1NC(=O)C(C)Sc1ccccc1 (configuration not stated)	i	-2	i	0	i	i	i	i	i	-0.5	i
S=C(Nc1ccc(Cl)cc1)NC1CC2CCCC(C1)N2C1CC1 (configuration not stated)	i	-13	i	-13	i	i	i	i	i	0.0	i
CCCN(CCC)CC(=O)NCC1(c2ccccc2)CCOCC1	i	6	i	2	i	i	i	i	i	-0.8	i
O=C(c1cc(-c2ccccc2Cl)nc2ccc(Br)cc12)N1CCN(c2ccccn2)CC1	i	12	i	-6	i	i	i	i	i	-0.3	i
COC(=O)c1cc(C(C)=O)n2ccccc12	i	2	i	-21	i	i	i	i	i	0.0	i
CC(C)CNC(=O)NC(=O)COC(=O)C1CSC2(c3ccc(F)cc3)CCC(=O)N12 (configuration not stated)	i	4	i	2	i	i	i	i	i	-0.3	i
O=C1CCc2cc(NS(=O)(=O)c3ccc([N+](=O)[O-])cc3)cc3c2N1CCC3	i	28	i	32	i	i	i	i	i	-0.8	i
O=C(CN1CCCCC1)Nc1ccc(NC(=O)c2ccc(Cl)cc2)cc1Cl	i	1	i	-2	i	i	i	i	i	-0.1	i
COc1ccc2[nH]c(=O)c(CN(CCO)S(=O)(=O)c3ccc(C)cc3)cc2c1	i	-8	i	-13	i	i	i	i	i	-1.1	i
Cc1cc(C)cc(NC(=O)CSc2nc3c(oc4ccccc43)c(=O)n2-c2ccccc2)c1	i	15	i	9	i	i	i	i	i	0.1	i
C=CCn1c(CCSCc2ccccc2)n[nH]c1=S	i	2	i	1	i	i	i	i	i	-0.1	i
c1coc(C2OCC3(CO2)COC(c2ccco2)OC3)c1 (configuration not stated)	i	-1	i	3	i	i	i	i	i	0.1	i
CCn1c(=O)cc(OCC(=O)Nc2ccc(C)cn2)c2ccccc21	i	28	i	1	i	i	i	i	i	0.1	i
CC(C)(C)n1nnnc1C(c1cccs1)N1CCN(Cc2ccccc2)CC1 (configuration not stated)	i	1	i	5	i	i	i	i	i	-0.2	i
COc1ccc(-c2[nH]ncc2[C@@H]2C[C@H]3CN(Cc4ccccc4C)C(=O)[C@]34CCCN24)cc1	i	5	i	-1	i	i	i	i	i	-0.2	i

An excerpt of these results, field by field:
COc1ccccc1NC(=O)CSc1nc2[nH]ncc2c(=O)[nH]1
  RGS4 pot: i; SKKanGAS inh: 6; MrgX1 PAM: i; Platelet DG rel: 2; TRPC4 inh: i; RGS4 block: i; TRPC6 inhibitor: i; MrgX1 antagonist: i; MrgX1 agonist: i; HIF act: 0.0; TRPC6 activator: i

CC(C)CNC(=O)NC(=O)COC(=O)C1CSC2(c3ccc(F)cc3)CCC(=O)N12 (configuration not stated)
  RGS4 pot: i; SKKanGAS inh: 4; MrgX1 PAM: i; Platelet DG rel: 2; TRPC4 inh: i; RGS4 block: i; TRPC6 inhibitor: i; MrgX1 antagonist: i; MrgX1 agonist: i; HIF act: -0.3; TRPC6 activator: i

The listing continues.
SMILES	RGS4 pot	SKKanGAS inh	MrgX1 PAM	Platelet DG rel	TRPC4 inh	RGS4 block	TRPC6 inhibitor	MrgX1 antagonist	MrgX1 agonist	HIF act	TRPC6 activator
CS(=O)(=O)N(CC(=O)NCc1ccccc1)C1CCCCC1	i	3	i	·	i	i	i	i	i	0.0	i
Cc1nc(N2CCN(Cc3ccccc3)CC2)nc2c1CCC2	i	6	i	17	i	i	i	i	i	0.0	i
COCCN=C1N[C@@H](c2ccc(Br)cc2)C(C(=O)OC)=C(C)N1Cc1ccccc1	i	9	i	-7	i	i	i	i	i	0.2	i
CC(=O)Nc1ccc(S(=O)(=O)NC2(C(F)(F)F)N=C(c3ccccc3)NC2=O)cc1 (configuration not stated)	i	-5	i	-8	i	i	i	i	i	-0.2	i
COc1ccc(-c2nc(=S)n3ccsc3n2)cc1OC	i	-1	i	-12	i	i	i	i	i	0.8	i
C=CCN(C(=O)c1ccc(Cl)cc1)c1ccccc1C(=O)NCC(=O)O	i	-1	i	-21	i	i	i	i	i	-0.4	i
COCCn1c(SCC(=O)c2ccccc2)nc2c(c1=O)SC(C)C2 (configuration not stated)	i	0	i	-3	i	i	i	i	i	1.1	i
CCOc1ccc(NS(=O)(=O)c2cc(C(=O)N(CC)CC(=O)NCc3cccs3)ccc2C)cc1	i	-1	i	0	i	i	i	i	i	-1.8	i
CCOc1ccccc1NC(=O)CSc1nc2ccccc2c(=O)n1CC1CCCO1 (configuration not stated)	i	1	i	3	-6*	i	i	i	i	-0.1	i
Cc1ccc2c(c1)C(=O)C(=O)N2CCOc1ccccc1	i	1	i	5	i	i	i	i	i	0.3	i
COc1cc2c(cc1OC)CN(C(=O)c1sccc1C)CC2	i	-1	i	-3	i	i	i	i	i	-0.5	i
CCc1ccc2c(c1)c1nnc(NN)nc1n2C	i	9	i	19	i	i	i	i	i	0.9	i
COc1cccc(CNC(=O)C(=O)NCCc2ccc(OC)c(OC)c2)c1	i	6	i	-9	i	i	i	i	i	0.2	i
O=C(NCCN1CCCC1)c1ccc(Cn2c(=S)[nH]c3cc4c(cc3c2=O)OCO4)cc1	i	-5	i	0	i	i	i	i	i	0.4	i
COc1ccc(S(=O)(=O)N2CCN(C(=S)Nc3ccc(S(N)(=O)=O)cc3)CC2)cc1	i	-11	i	10	i	i	i	i	i	0.1	i
Cc1ccc(S(=O)(=O)N2CCN(Cc3ccccn3)CC2)cc1	i	-8	i	-9	i	i	i	i	i	1.1	i
COCCN=C1N[C@@H](c2cccc(C(F)(F)F)c2)C(C(=O)OC)=C(C)N1Cc1ccccc1	i	-3	i	-1	i	i	i	i	i	0.1	i
COc1cc(NC(=O)c2ncn[nH]2)cc(OC)c1OC	i	0	·	·	i	i	i	·	·	-0.5	i
NS(=O)(=O)c1ccc(CCNC(=O)c2ccc([N+](=O)[O-])s2)cc1	i	7	i	-6	i	i	i	i	i	-0.9	i
O=C(c1ccc(Cl)cc1)c1oc2ccccc2c1CS(=O)(=O)c1ccccc1	i	-2	i	6	i	i	i	i	i	-0.4	i
O=C(C1CC1)N1CCN(c2ccc(F)cc2)CC1	i	-2	i	9	i	i	i	i	i	-1.6	i
COCCNCc1ccccc1	i	3	i	2	i	i	i	i	i	0.2	i
O=C(Nc1ccc(O)cc1)c1cc(S(=O)(=O)N2CCCC2)ccc1Cl	i	2	i	-9	i	i	i	i	i	0.0	i
Cc1ccc(NC(=O)CCC(=O)N/N=C/c2cccnc2)cc1	i	4	i	0	i	i	i	i	i	0.4	i
Cc1ccc(Sc2cc(C(=O)NCCN(C)C)c3ccccc3n2)cc1	i	-5	i	0	i	i	i	i	i	-0.9	i
Cc1ccc(-c2csc(N=C(N)N)n2)c(C)c1	i	-6	i	1	i	i	-5.5*	i	76*	1.2	i
Cc1cccc(N2CCN(C(=O)C3CCN(S(=O)(=O)c4cccc5cccnc45)CC3)CC2C)c1 (configuration not stated)	i	5	i	10	i	i	i	i	i	·	i
CCOC(=O)c1cnc(SCC(=O)Nc2ccccc2C(=O)OC)nc1N	i	-6	i	6	i	i	i	i	i	-0.4	i
COc1ccc(C(=O)N2CCN(c3ccc(N4CCOCC4)nn3)CC2)cc1OC	i	-5	i	-9	i	i	i	i	i	0.2	i
COc1ccc(S(=O)(=O)N2CCN(Cc3ccccc3[N+](=O)[O-])CC2)cc1	i	-7	i	-2	i	i	i	i	i	-0.5	i
CCc1ccc2nc(N3CCN(C)CC3)c(C#N)cc2c1	i	-1	i	2	i	i	i	i	i	1.4	i
CC(C)(C)C(=O)N1CCCC1C(=O)O (configuration not stated)	i	4	i	1	i	i	i	i	i	0.2	i
Cn1cc(C(=O)N2CCc3ccccc3C2)c(=O)c2cc(S(=O)(=O)N3CCCCC3)ccc21	i	5	i	-6	i	i	i	i	i	1.0	i
Cc1ccc(C(C)(C)C)c(OCCOCCN2CCCC2)c1	i	-2	i	2	i	i	i	i	i	-0.3	i
C/C(=N/NC(=O)c1sc(NS(=O)(=O)c2ccc(C)cc2)nc1C)c1sc(N)nc1C	i	·	i	-2	i	i	i	i	i	-0.5	i
Cc1cc(NC(=O)c2noc3c2CCCCC3)no1	i	2	i	15	i	i	i	i	i	2.5	i
O=C1NC[C@H](c2ccccc2)N(CC2CCCCC2)C1=O	i	-1	i	2	i	i	i	i	i	-1.2	i
O=C(Nc1cccnc1)C1CC(c2ccc(Cl)c(Cl)c2)=NO1 (configuration not stated)	i	-2	i	8	i	i	i	i	i	1.0	i
CC(C)c1ccc(-c2csc(NC(=O)c3cccs3)c2C(=O)O)cc1	i	30	19*	-1	i	i	i	-6.8*	i	0.0	i
O=C(Nc1nn[nH]n1)c1cccc([N+](=O)[O-])c1	i	3	i	3	i	i	i	i	i	-0.4	i

Screening results (PubChem BioAssay)
